# ER stress death: protection against thapsigargin ER stress killing – CSM14.1 cells, ATP luminescence, primary screen. CSM14.1 thapsigargin ER stress survival. relative survival (cellular ATP), % at 15 µg/mL (by protocol). 48,000 compounds, 0.33% hits;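 active = survival measured by cellular ATP above 50% at 15 µg/ml in the first screen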;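 note: cell death triggered by about 15 µM thapsigargin; ATP read 24 h after thapsigargin was added; plate controls were thapsigargin with DMSO for no effect and DMSO without thapsigargin for full effect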
# * hit, by the source's call.
structure	ER stress death
CCOC(=O)c1c(NC(=O)COc2ccccc2)sc(C(=O)Nc2cc(C(F)(F)F)ccc2Cl)c1C	8.9
CN(C)C(=O)C1(C)CSSC(C)(C(=O)N(C)C)CSSC(C)(C(=O)N(C)C)CSS1 (configuration not stated)	3.1
CSc1nc2c(c(=O)n1C1CCOC(C)(C)C1)C1(CCCCC1)Cc1ccccc1-2 (configuration not stated)	3.5
C=CCOc1ccc(Cl)cc1/C=C1/SC(=S)NC1=O	6.8
CSc1ccc(/C=C(\NC(=O)c2ccc(C)cc2)C(=O)Nc2cccc(F)c2)cc1	3.3
CC1(C)CC(=O)C2=C(C1)OC1=C(C(=O)CC(C)(C)C1)C2c1ccc(-c2nnc(N)s2)cc1	0.1
CCC(C)C1C(C#N)=C(N)Oc2n[nH]c(-c3ccccc3)c21 (configuration not stated)	-4.1
COc1ccc(/C=C2/C(=O)N(c3ccccc3)N=C2C)c(OC)c1OC	-3.8
COC(=O)C1=NN(C(=O)c2ccc(Cl)cc2)C(O)(c2ccccc2)C1 (configuration not stated)	-0.1
O=C(NNS(=O)(=O)c1ccc(F)cc1)c1cccc(Br)c1	4.8
COc1cccc(C(=O)/C=C/c2ccc(OC)cc2OC)c1	-6.5
Cc1ccccc1N1CC(C(=O)N/N=C\c2ccc(Br)cc2)CC1=O (configuration not stated)	-2.2
COc1ccc(/C=C\C(=O)Nc2ccc3oc(-c4cccnc4)nc3c2)cc1	7.7
O=C(Nc1cc(C(F)(F)F)cc(C(F)(F)F)c1)c1ccc(Br)o1	-1.9
Fc1ccc(NC(=S)NCCC2=CCCCC2)cc1	11.3
CCOC(=O)Cn1c(=N)n(Cc2ccccc2Cl)c2ccccc21	-5.9
CCOc1cc(-c2nnc(-c3ccc(Br)o3)o2)cc(OCC)c1OCC	10.8
CC(C)(C)N1C(=O)c2ccc(C(=O)Nc3c[nH]c(=O)[nH]c3=O)cc2C1=O	3.6
O=C(N/N=C/c1cccs1)C(O)c1ccccc1 (configuration not stated)	15.0
COc1ccc(N(CC(=O)Nc2cccc(Cl)c2)S(C)(=O)=O)cc1	0.8
CCn1cc(C(=O)O)c(=O)c2cc(-c3ccco3)ccc21	1.8
COc1ccc(/C(C)=N/N2C(=O)c3ccccc3C2=O)c(OC)c1	-0.8
CCNC(=O)c1ccc(Cl)cc1Cl	1.0
Cc1ccc(/C=C/C(=O)Nc2ccc(Cl)cc2Cl)o1	-5.2
O=C1C(=C/C(Br)=C/c2ccccc2)SC(=S)N1Cc1ccccc1	10.4
Cc1cc(C(=O)N/N=C/c2ccccc2OCC(=O)O)n[nH]1	-2.4
COc1cc(NC(=O)c2cnn3c2NC(c2cc(OC)c(OC)c(OC)c2)CC3C(F)(F)F)cc([N+](=O)[O-])c1 (configuration not stated)	1.6
CCOc1ccccc1NC(=O)Cc1ccc(Cl)cc1	-5.1
Cc1ccc(C(=O)N2CCN(c3ccc(Cl)cc3)CC2)cc1[N+](=O)[O-]	-1.6
Clc1ccc(/C=N\N2CCN(c3ccc(Cl)cc3)CC2)cc1	9.7
O=C(CSc1nc(O)cc(=O)[nH]1)N1c2ccccc2CCc2ccccc21	-2.0
CS(=O)(=O)N(CC(=O)Nc1ccccc1)c1ccc(Br)cc1	3.2
O=C(Nc1nc2ccc([N+](=O)[O-])cc2s1)c1cc(Cl)cc(Cl)c1	0.8
Cc1ccccc1C(=O)Nc1sc2c(c1C(=O)N1CCN(C)CC1)CCCCC2	-4.2
COc1cc(NC(=O)c2cccc([N+](=O)[O-])c2C)cc(OC)c1	-1.4
COc1ccc(-c2nnc(NC(=O)c3ccccc3Br)s2)cc1OC	-1.6
COc1ccc(CNC(=O)C(=O)NCc2ccccc2)cc1	0.7
CCOc1ccccc1N(CC(=O)NCCOC)S(=O)(=O)c1ccccc1	-7.6
Cc1ccc(C(=O)Oc2ccc(Br)cc2C(=S)N2CCOCC2)cc1	-1.9
CCc1ccc(/C=N\N2CCN(c3ccc(C)cc3)CC2)cc1	10.7
O=C(Nc1ccccc1[N+](=O)[O-])c1ccc(-c2ccccc2)cc1	3.5
Cc1c(NC(=O)c2ccccc2Br)cccc1-c1nc2ccccc2o1	13.7
Cc1ccc(N(CC(=O)N2CCOCC2)S(C)(=O)=O)cc1	3.5
Nc1nnc(SCC(=O)c2ccc(-c3ccccc3)cc2)s1	7.0
COc1ccc(/C=N/N=C(N)N)cc1	-2.0
O=C(Cc1ccccc1)Nc1ccc(-c2nc3cc(Cl)ccc3o2)cc1	21.7
Oc1ccccc1/C=N/Nc1nc2ccccc2s1	3.5
COc1ccc(C(=O)NC(C)Cc2ccccc2)cc1OC (configuration not stated)	12.2
Cc1ccc(S(=O)(=O)N2CCN(Cc3ccc(F)cc3)CC2)cc1	-2.8
Cc1ccc(-c2nnc(-c3cccs3)o2)cc1	1.2
CCOC(=O)c1nnc2cc(-c3ccc(C)cc3)nn2c1C	4.0
O=c1[nH]cc(N=Cc2ccc(Cl)cc2)c(=O)[nH]1	4.1
O=C(CSc1nnnn1-c1ccccc1)NCc1ccccc1	6.4
O=C1OC(c2ccccc2)=C/C1=C\c1c(Cl)cccc1Cl	3.8
COc1ccc(C2C3=C(CC(c4ccccc4)CC3=O)Nc3ccccc3N2C(=O)C(C)C)cc1OC (configuration not stated)	2.3
C=CCn1c(O)c(C2=c3cc(Cl)ccc3=NC2=O)sc1=S	1.0
COc1ccccc1CNCc1cc(OC)c(O)c(OC)c1	-0.7
O=C1C=CC(=O)N1c1ccc(SC(F)F)cc1	1.5
O=c1oc2cc(O)c([N+](=O)[O-])cc2cc1-c1csc(-c2cc3ccccc3oc2=O)n1	-3.6
O=c1c2cc3c(=O)n(-c4nc5ccccc5s4)c(=O)c3cc2c(=O)n1-c1nc2ccccc2s1	0.2

# Further records.
structure	ER stress death
Cc1ccc(-c2c(C#N)c(SCC(=O)c3ccc(O)c(O)c3)nc3c2CCCC3)o1	-1.4
CC(=O)c1cccc(NC(=O)CN(c2ccccc2)S(=O)(=O)c2ccccc2[N+](=O)[O-])c1	0.6
COc1ccc(CCNC(=O)C(=O)Nc2cc(C)cc(C)c2)cc1OC	1.5
Nc1c(NCCN2CCCC2)c2ccccc2oc1=O	2.0
CCc1cc2c3c(c(=O)oc2cc1O)CCCC3	5.7
CN1CCN(CCCOc2cc(Cl)ccc2Cl)CC1	-6.0
O=S(=O)(Nc1cccc(Cl)c1Cl)c1ccc2ccccc2c1	3.4
CCc1cc(C)cc(OCCOc2ccccc2/C=C2/SC(=S)N(C)C2=O)c1	5.2
CCOC(=O)C1=C(C)N=c2s/c(=C\c3cc(OC)c(OC)cc3[N+](=O)[O-])c(=O)n2C1c1cccc(OC)c1 (configuration not stated)	11.8
O=C(/C=C/c1cccc(C(F)(F)F)c1)Nc1cccc(C(F)(F)F)c1	-3.5
CC(C)(C)c1cc(N2C(=O)C(=O)/C(=C(/O)c3ccc(Cl)cc3)C2c2cccc([N+](=O)[O-])c2)no1 (configuration not stated)	-1.9
Cc1ccc(C(C)C)c(OCC(=O)Nc2cc(-c3nc4ccccc4o3)ccc2C)c1	-4.7
COCCNC(=O)COc1ccc(Cl)cc1Br	2.1
COc1ccc(N2C(=O)NC(=O)/C(=C\c3ccc(OC)cc3C)C2=O)cc1	2.9
COc1ccc(/C=C/C(=O)Nc2ccc(N3CCOCC3)cc2)cc1OC	6.8
O=C(Nn1c(=O)c2cc3c(=O)n(NC(=O)c4ccc(O)cc4)c(=O)c3cc2c1=O)c1ccc(O)cc1	3.5
CCOC(=O)N1CCN(c2ccc(C(=O)CC)cc2F)CC1	12.8
Cc1cc(C)n2nc(C(=O)NCc3ccccc3)c(Br)c2n1	-1.4
CN1CCN(C2=NC(=O)/C(=C/c3ccc(Cl)cc3)S2)CC1	0.8
COc1ccc(C(=O)N/N=C/c2ccncc2)cc1OC	14.2
COc1ccc(Cc2c(O)nc(SCC(C)C)[nH]c2=O)cc1	9.6
O=C(Nc1ccccc1)Nc1nc(-c2ccc(Cl)cc2Cl)cs1	5.8
NC(=O)CCn1c(=S)n(CCC(N)=O)c2ccccc21	5.6
Cc1ccc(OCCCCCCN2CCCC2)cc1	-5.7
O=[N+]([O-])c1ccc(C2Nc3ccc([N+](=O)[O-])cc3C3C=CCC32)cc1 (configuration not stated)	-5.5
O=C(Nc1ccc(F)c([N+](=O)[O-])c1)c1ccc(OCc2ccccc2)cc1	-3.8
COc1ccc(Br)cc1CNCc1ccc(OC)c(OC)c1	-5.6
Cc1ccc(OCCSc2nc(C)cc(=O)[nH]2)c(C(C)C)c1	-3.0
CCC(=O)Nc1ccc(NC(=O)c2ccc(OC)c([N+](=O)[O-])c2)cc1	2.4
COc1ccc(Cl)cc1C(=O)NCc1cccnc1	9.7
COc1ccc(-c2nc3ccccc3c(=O)n2CCCn2ccnc2)cc1	-3.3
CCOc1cc(C=O)ccc1OCCN1CCOCC1	13.6
Clc1ccc(Cc2nnn(-c3ccccc3)n2)cc1	10.0
Cc1ccc(S(=O)(=O)NCCNc2c(Cl)cccc2[N+](=O)[O-])cc1	3.3
Cc1ccc2nsnc2c1NC(=O)c1cc2ccccc2o1	8.3
O=C1CC(Sc2ccccc2)C(=O)N1c1ccc(Cc2ccc(N3C(=O)CC(Sc4ccccc4)C3=O)cc2)cc1 (configuration not stated)	9.7
Cc1ccc(NC(=O)C(=O)NCCN2CCN(S(=O)(=O)c3ccc([N+](=O)[O-])cc3)CC2)cc1	8.0
O=C(Nc1ccc(NC(=O)c2ccc([N+](=O)[O-])cc2Cl)cc1Cl)c1ccco1	-3.2
COc1ccc(C2CC(=O)NC(SCc3ccccc3)=C2C#N)cc1OCc1ccccc1 (configuration not stated)	7.8
COc1ccccc1/C=N/NC(=O)C(=O)N1CCCC1	10.0
O=C(O)c1ccc(SC(C(=O)O)c2ccccc2)cc1 (configuration not stated)	13.6
COc1ccc2c(c1)nc(C)n2Cc1ccccc1	1.6
COc1ccc(NC(=O)c2ccc(C)c(C)c2)c(OC)c1	-0.9
CC(=O)Nc1cccc(NC(=O)c2ccc(C)cc2)c1	-7.1
CCOc1ccc(/C=N/N2C(=O)C3C(C2=O)C2C=CC3C23CC3)cc1OC (configuration not stated)	3.9
CNC(=S)N(C)/N=C/c1c(Cl)cccc1[N+](=O)[O-]	5.6
Cc1ccnc(NS(=O)(=O)c2cc(C(C)(C)C)cc(C(C)(C)C)c2)c1	1.1
CC(=O)Nc1ccc(/C=C(/C#N)C(=O)NCc2ccco2)cc1	3.6
Cc1cc(C)c(C(=O)/C(=C/c2ccccc2Cl)c2ccccc2)c(=O)[nH]1	6.7
COc1ccc(C(=O)Nc2sc3c(c2C(N)=O)CCC(C(C)(C)C)C3)cc1 (configuration not stated)	1.8
O=C(/C=C/c1ccc([N+](=O)[O-])cc1)Nc1ccc(F)cc1	5.1
N=C1S/C(=C\c2ccc(-c3cccc([N+](=O)[O-])c3)o2)C(=O)N1c1ccc2c(c1)OCO2	8.6
CCOC(=O)/C(C#N)=C/Nc1ccccn1	1.4
CC(C)c1ccc(NC(=O)C(=O)NCCCO)cc1	5.1
NS(=O)(=O)c1cccc(NC(=O)c2cccc3c(Br)cccc23)c1	0.5
CCOC(=O)C1CCN(C(=O)COc2ccc(C)cc2C)CC1	-2.2
CCCC(=O)Nc1ccc(NC(=O)c2ccc(Br)o2)cc1	0.7
CCCCOC(=O)C1=C(C)NC2=C(C(=O)CCC2)C1c1cccc(C(F)(F)F)c1 (configuration not stated)	0.2
CCn1cc(/C=C2\C(=O)NC(=O)N(c3ccccc3)C2=O)c2ccccc21	2.8
C=CCc1cccc2cc(C(=O)Nc3cccc(C(=O)O)c3)c(=O)oc12	3.7

# Some of the entries so far, with each value named.
> CCCCOC(=O)C1=C(C)NC2=C(C(=O)CCC2)C1c1cccc(C(F)(F)F)c1 (configuration not stated)
  ER stress death = 0.2

> Cc1cc(C)c(C(=O)/C(=C/c2ccccc2Cl)c2ccccc2)c(=O)[nH]1
  ER stress death = 6.7

> NS(=O)(=O)c1cccc(NC(=O)c2cccc3c(Br)cccc23)c1
  ER stress death = 0.5

# Carrying on.
structure	ER stress death
C/C(=N\N=C(/N)SC1CC(=O)N(c2ccc(C(=O)O)cc2)C1=O)c1ccc(C)cc1 (configuration not stated)	0.1
O=C(NCC1c2ccccc2CCN1C(=O)c1ccccc1)c1ccccc1 (configuration not stated)	4.3
O=C(O)c1ccc(CNC(=O)C2C3CCC(C3)C2C(=O)O)cc1 (configuration not stated)	1.8
Cc1cc(OCC(=O)N2CCCCC2)ccc1Br	2.5
COc1cc(/C=N\N2CCN(c3ccc(C)cc3)CC2)ccc1OCc1ccccc1	9.7
O=C(O)CN1C(=O)/C(=C/c2cccc(OCc3ccccc3Cl)c2)SC1=S	6.5
CC(=O)/C(C(N)=NC(=O)c1ccccc1)=C(/O)c1ccccc1	2.8
CCCC(=O)Nc1cccc(-c2nc3cc(C)ccc3o2)c1	6.6
CC(=O)OC1(C#CCl)CCCCC1	-12.4
N#CC(C#N)=C1CCCc2ccccc2N1	10.9
O=C1NN(c2ccccc2)C(=O)/C1=C/c1ccco1	-2.8
O=C(CCNc1n[nH]c(=O)[nH]c1=O)OCc1ccccc1	2.1
O=C1CC(NCc2ccc3c(c2)OCO3)C(=O)N1c1ccc(Cl)cc1 (configuration not stated)	2.5
Cc1ccc(-c2nc3cc(Cl)ccc3o2)cc1NC(=S)NC(=O)c1ccco1	3.1
CCNC(=S)N1CCN(c2ccccc2OC)CC1	-1.5
COc1ccc(/C=C2\SC(=S)N(CC(=O)Nc3ncc(Cc4cccc([N+](=O)[O-])c4)s3)C2=O)cc1OC	0.2
Cc1ccc(Cn2c(NC(=O)c3ccc(Cl)cc3)nc3ccccc32)cc1	17.5

# High-throughput results: PubChem BioAssay, Sanford-Burnham Center for Chemical Genomics

# A portion of the library. The share of hits here may be higher or lower than overall.
